Screening data as filed in PubChem.
Cneo AK release – Cryptococcus neoformans lysis via adenylate kinase release. C. neoformans lysis, adenylate kinase release luminescence, 4 h; normalised: neutral wells 0, clomiphene wells 100. lysis activity, % at 15 µM. actives 0.2% (n = 360,000);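 active = mean lysis activity across replicates of at least 80%, whatever share of replicates individually reach that level; inactive = mean lysis activity below 80%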
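read-out = cell lysis signal | test system = log-phase Cryptococcus neoformans yeast cells | input = cells at 5 × 10^6 per mL | medium = fresh YPD growth medium | signal = luminescent adenylate kinase detection reagent | timing = 4 h at 37 °C static, read 1 h later | dosing = single dose | controls = Clomiphene as positive lysis control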
GSIS activator – GLuc luminescence reporter in INS-1E cells, primary screen for activators of glucose-dependent secretion of insulin | INS-1E GLuc reporter insulin secretion, 2-3 h | activation, % at 16.6 µM | actives 0.61% (n = 370,000) | AID 743287;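 active = lowest replicate activation of at least 40%, so every replicate reaches that level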;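 note: 0% = median of neutral control wells and 100% = median of IBMX positive control wells; some compounds called inactive have numbers as strong as hits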
F508del corr – CFTR F508del correction in bronchial cells. CFBE cells, YFP halide quenching; stimulated with forskolin plus potentiator P3; % fluorescence drop versus neutral controls. activity (quench increase), % at 7.58 µM. actives 0.36% (n = 350,000). AID 720511;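 active = mean added fluorescence quench of at least 8% versus neutral control, with both replicates also reaching 8%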;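 note: cells transiently co-express mutant CFTR-F508del with the halide-sensitive YFP; corrector assay measuring rescue of mutant channel to the surface after 24 h compound exposure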
FN deposition inh – fibronectin deposition inhibition. AH1F fibroblasts, Alexa488-fibronectin deposition fluorescence, overnight. inhibition, % at 12.6 µM. actives 0.086% (n = 350,000);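 active = mean inhibition across replicates of 30% or more, regardless of how many single replicates reach that level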;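 note: positive control wells lacked labelled fibronectin entirely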
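Assay system: AH1F fibroblasts assembling fluorescent fibronectin matrix; Amount: 10000 AH1F cells per well; Buffer or medium: DMEM, 2% serum; Probe or stimulus: Alexa488-fibronectin, 24 nM final in well; Doses: single compound dose, delivered by pin transfer; Incubation: 1 h adhesion, overnight exposure; Measured by: fluorescence 485/525 nm; Read-out: fibronectin deposition inhibition.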
C2C12 statin – suppression of simvastatin myotoxicity; actives 0.78% (n = 330,000); rescue of ATP level, % at 7.49 µM; AID 602340; C2C12 myotubes + simvastatin, ATP luminescence, 48 h; scaled: DMSO 0, geranylgeraniol control 100;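 active = mean ATP rescue above about 67%, or every replicate alone reaching that limit, limit read from the data, passing the limit was not always enough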;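 note: myotubes were challenged with 10 µM simvastatin during compound exposure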
PGC1a acetyl inh – modulators of PGC1a acetylation | actives 0.17% (n = 350,000) | inhibition, % at 15.6 µM | U2OS PGC1a acetylation, AlphaScreen anti-acetyl-lysine; with virally co-expressed GCN5 acetyltransferase;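 active = every replicate shows inhibition of at least 40%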;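 note: 0% = neutral control wells and 100% = positive control wells; some results beyond the cut were filed as inactive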
PglD DTNB – PglD (C. jejuni) enzyme inhibition | purified PglD enzyme, DTNB colorimetric CoA detection | inhibition, % at 12.5 µM | actives 0.098% (n = 360,000); in the data active = inhibition above about 16%, passing the limit was not always enough; note: strong numbers were not always called active
miR-122 sensor – blocks miR-122 activity in Huh7 sensor cells; actives 0.3% (n = 340,000); Huh7 miR-122 Renilla luciferase sensor, 48 h; neutral wells = 0, positive control = 100; AID 602342; activation (reporter increase), % at 12.5 µM;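 active = mean replicate activation score at least 90 and every replicate individually at or above 90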;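 note: higher luciferase means less miR-122 activity so hits act as miR-122 inhibitors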
The depositor's hits bear a star; / = no result given; [ ] = another dose, or the depositor's remark. Compounds were not picked by outcome. Share with any hit: about 2.1%.

SMILES	Cneo AK release	GSIS activator	F508del corr	FN deposition inh	C2C12 statin	PGC1a acetyl inh	PglD DTNB	miR-122 sensor
C[C@@H]1CN([C@@H](C)CO)C(=O)c2cc(NC(=O)Cc3ccccc3)ccc2O[C@@H]1CN(C)C(=O)Nc1ccccc1	2	-6	3.0	/	9	8	3	-3[16.7 µM]
Cc1ccc(S(=O)(=O)Nc2ccc3c(c2)CC(=O)N([C@H](C)CO)C[C@@H](C)[C@@H](CN(C)Cc2ccc4c(c2)OCO4)O3)cc1	-3	7	2.6	/	39	-12	-1	6[16.7 µM]
COc1ccc(Nc2cc(C)c3cc([N+](=O)[O-])ccc3n2)cc1	-11	-12	1.4	-12	-5	0	-2	1
N#C/C(=C\c1ccc(F)cc1)c1nc(-c2ccco2)cs1	/	-39	/	-1	-8	/	/	-3
COc1ccc(C)cc1NC(=O)CC1COc2ccccc2O1 (stereo unspecified)	2	-11	2.9	-14	-2	-3	2	-2
COCCn1c(=NC(=O)CCS(=O)(=O)c2ccccc2)sc2c(OC)ccc(OC)c21	5	1	3.1	1	-10	0	1	1
COc1ccc(NC(=O)CN(C)C(=O)C23CC4CC(CC(C4)C2)C3)cc1	2	-6	-2.2	0	/	-1	0	-5
Cc1cccc(NC(=O)/C=C/c2ccc3c(c2)OCO3)n1	-8	8	/	1	-13	9	0	3
NC(Cc1ccc(F)cc1)c1csc(Nc2ccc(C(=O)c3ccccc3)cc2)n1 (stereo unspecified)	0	-26	0.1	-8	-28	-29	0	-5
C[C@@H]1CN([C@H](C)CO)C(=O)c2cc(NS(=O)(=O)c3cn(C)cn3)ccc2O[C@@H]1CN(C)S(=O)(=O)c1ccccc1	2	26	-1.4	/	/	9	8	1[16.7 µM]
Cc1ccccc1C(=O)Nc1ccccc1-n1cccc1	0	0	0.7	/	37	6	0	-4
O=C1OC(N2CCN(Cc3ccccc3)CC2)c2ccccc21 (stereo unspecified)	1	/	/	6	3	10	-17	-9
C[C@H]1CCCCO[C@H](CN(C)S(=O)(=O)c2cn(C)cn2)[C@@H](C)CN([C@@H](C)CO)C(=O)c2cc(NS(=O)(=O)c3cccs3)ccc2O1	0	4	0.2	/	-9	0	2	-3[16.7 µM]
COc1ccc(-c2[nH]ncc2CN2CCC(OCc3cccnc3)CC2)c(F)c1	-2	-1	1.2	11	-1	-7	-5	6
O=C1NCCn2nc3ccccc3c21	10	18	-3.7	6	3	18	1	-1

The closing three compounds of the section above open the next one:
SMILES	Cneo AK release	GSIS activator	F508del corr	FN deposition inh	C2C12 statin	PGC1a acetyl inh	PglD DTNB	miR-122 sensor
C[C@H]1CCCCO[C@H](CN(C)S(=O)(=O)c2cn(C)cn2)[C@@H](C)CN([C@@H](C)CO)C(=O)c2cc(NS(=O)(=O)c3cccs3)ccc2O1	0	4	0.2	/	-9	0	2	-3[16.7 µM]
COc1ccc(-c2[nH]ncc2CN2CCC(OCc3cccnc3)CC2)c(F)c1	-2	-1	1.2	11	-1	-7	-5	6
O=C1NCCn2nc3ccccc3c21	10	18	-3.7	6	3	18	1	-1
COc1ccc2c3c([nH]c2c1)[C@H](CO)N(C(=O)C1CCOCC1)CC31CN(C(=O)NC(C)C)C1	/	10	-1.9	-14	/	-2	/	/
O=C1NC(NS(=O)(=O)c2ccccc2)(C(F)(F)F)C(=O)N1c1cccc(Cl)c1 (stereo unspecified)	-2	7	-3.0	4	-1	-6	1	-7
COCC(C)N1CCC(Oc2cccc(C(=O)NCCc3ccccc3)c2)CC1 (stereo unspecified)	0	12	0.0	5	-2	/	-4	/
COc1cc(C(=S)N2CCN(c3cccc(Cl)c3)CC2)ccc1O	/	14	5.9	-2	-3	/	/	36
CCCOc1ccc(-c2nn(-c3ccccc3)cc2/C=C2\SC(N)=NC2=O)cc1C	0	4	/	2	-5	6	3	-1
O=S(=O)(NCCSc1ccccc1)c1ccc(F)cc1	4	/	/	/	19	-9	8	27
O=C(Nc1ccccc1Cl)C1CCCN(S(=O)(=O)c2ccc(-n3cnnn3)cc2)C1 (stereo unspecified)	0	-2	0.9	-6	0	-18	-1	2
Cc1cccc(NC(=O)c2ncn3c2C(=O)NC[C@@H]3C)c1	1	7	0.0	-8	-3	/	1	-1
CC(NC(=O)COC(=O)c1nc(Cl)ccc1Cl)c1ccccc1 (stereo unspecified)	1	/	0.4	5	2	-3	0	4
CC(NC(=O)c1ccc(Br)cc1)c1ccccc1 (stereo unspecified)	-1	-21	/	-9	/	/	-4	-1
CN(C)CC(=O)Nc1ccc2c(c1)[C@@H]1C[C@H](CC(=O)NCc3ccccn3)O[C@H](CO)[C@@H]1O2	-3	17	0.9	/	3	0	-1	-1[16.7 µM]
Cc1ccc(C(C[N+](=O)[O-])c2c(N)n(C)c(=O)n(C)c2=O)cc1 (stereo unspecified)	/	-33	0.8	4	/	-4	/	/
CCc1cnc(N2[C@H](CO)[C@H](c3ccc(C#CC(C)C)cc3)[C@@H]2C#N)s1	0	-3	0.1	-2	-11	6	3	/
CCCc1cc(=O)oc2cc(OCC(=O)Nc3ccc(S(N)(=O)=O)cc3)ccc12	-1	2	-0.7	-15	6	7	-4	-8
CC[C@]12c3[nH]c4ccc(OC)cc4c3CCN1C(=O)C(CC(=O)NC/C=C(\C)CCC=C(C)C)C[C@@H]2C(=O)N1CCN(C(=O)c2ccco2)CC1 (stereo partly specified)	3	-30	-3.5	-2	15	4	-2	-9

Copied from the results shown (2 entries):
SMILES	Cneo AK release	GSIS activator	F508del corr	FN deposition inh	C2C12 statin	PGC1a acetyl inh	PglD DTNB	miR-122 sensor
CCCc1cc(=O)oc2cc(OCC(=O)Nc3ccc(S(N)(=O)=O)cc3)ccc12	-1	2	-0.7	-15	6	7	-4	-8
CC[C@]12c3[nH]c4ccc(OC)cc4c3CCN1C(=O)C(CC(=O)NC/C=C(\C)CCC=C(C)C)C[C@@H]2C(=O)N1CCN(C(=O)c2ccco2)CC1 (stereo partly specified)	3	-30	-3.5	-2	15	4	-2	-9

More compounds
SMILES	Cneo AK release	GSIS activator	F508del corr	FN deposition inh	C2C12 statin	PGC1a acetyl inh	PglD DTNB	miR-122 sensor
Cc1ccc(S(=O)(=O)Cn2nnnc2CN(Cc2ccco2)Cc2cccs2)cc1	0	/	/	/	8	-37	-11	4
O=S(=O)(c1ccc2c(c1)OCCO2)N1CCC(n2cnc3cc(F)ccc32)CC1	-4	8	/	/	-1	-2	-3	-10
CN1C(=O)c2cc(NC(=O)c3cscn3)ccc2OC[C@H]2O[C@H](CC(=O)NCC3CC3)CC[C@H]21	-2	0	-1.7	-19	-5	2	0	-8[16.7 µM]
COc1ccc(-n2nnnc2SCC(=O)c2ccc3c(c2)OCCO3)cc1	-4	/	/	/	15	4	2	-2
COCC(=O)N1[C@H](C#N)[C@@H](c2ccccc2-c2ccccc2)[C@@H]1CO	/	10	1.2	-3	/	-3	/	/
COc1ccccc1NC(=O)N[C@H]1CC[C@@H](CCn2cc(C3(O)CCCC3)nn2)O[C@@H]1CO	1	1	2.5	-6	-1	1	-4	4[16.7 µM]
O=c1[nH]c2cc3c(cc2cc1CN(CCN1CCOCC1)C(=S)NCC1CCCO1)OCO3 (stereo unspecified)	-1	0	4.1	/	15	10	-1	-22
CC(C)(C)[S@](=O)N1Cc2cc(C(=O)NCc3ccccn3)nc(-c3cccc(-c4ccccc4F)c3)c2[C@@H]1CCO	2	-2	-4.3	16	-5	-4	0	/
CC(C)C#Cc1ccc2c(c1)O[C@H](CN(C)C(=O)Nc1ccccc1)[C@H](C)CN([C@@H](C)CO)S2(=O)=O	1	-22	-1.1	/	-10	16	1	-33[16.7 µM]
COc1ccccc1NC(=O)c1sc2ncn(Cc3cccc4ccccc34)c(=O)c2c1C	-3	7	/	-12	7	/	2	4
CC(NC(=O)COC(=O)c1ccc(CO)cc1)C1CC2CCC1C2 (stereo unspecified)	2	16	-0.8	6	-7	/	-2	/
O=C(O)c1cc(NS(=O)(=O)c2cccs2)cc(NS(=O)(=O)c2cccs2)c1	-1	11	-0.8	-7	-2	-8	3	-6
COc1ccc(C)cc1Nc1ccc(C(=O)O)cc1[N+](=O)[O-]	/	-45	0.0	5	/	-5	/	/
CN1CCc2c(sc(/N=C/c3c[nH]c4ccccc34)c2C#N)C1	-4	1	2.4	0	/	-3	-4	-8
Cc1ccc(S(=O)(=O)Nc2ccc3c(c2)C(=O)N([C@@H](C)CO)C[C@@H](C)[C@@H](CN(C)C(=O)C2CCCCC2)OCCCC[C@H](C)O3)cc1	-1	-34	2.3	-1	/	-14	1	4[16.7 µM]
C=CCN(CC=C)C(=O)c1ccc2nc(Cc3ccc(OC)c(OC)c3)oc2c1	-2	-7	-2.4	0	20	5	-1	-6
Cc1cc(Cl)ccc1NC(=O)NC1CCN(S(=O)(=O)c2ccc(F)cc2)CC1	-1	/	/	-2	-19	2	-4	-5
N#CCCN(C(=S)Nc1ccc(S(=O)(=O)N2CCOCC2)cc1)c1ccccc1F	1	-7	1.2	-4	-14	-12	3	4
CCOCCCNC(=O)C(NC(=O)CC1NC(=O)NC1=O)c1ccc(Cl)cc1 (stereo unspecified)	0	/	/	-2	16	-11	7	2
O=C(Nc1ccc(F)cc1F)N1CCN(C/C=C/c2ccccc2)CC1	-1	-25	2.2	3	24	9	2	2
CC(C)n1cc(CNC(=O)C2CCC(=O)N(Cc3ccccc3F)C2)cn1 (stereo unspecified)	-7	-3	-1.6	-1	6	2	2	/
Cc1ccc(S(=O)(=O)N(C)C[C@H]2OCCCC[C@H](C)Oc3ccc(NS(=O)(=O)c4ccc(F)cc4)cc3C(=O)N([C@@H](C)CO)C[C@@H]2C)cc1	-1	-11	3.5	-8	7	-12	3	4[16.7 µM]
Cc1cc(C(=O)Nc2cccc(-c3ccc(N4CCOCC4)nn3)c2)ccc1[N+](=O)[O-]	-10	-2	-0.2	2	/	/	-1	/
O=S(=O)(NC1CC2CCC1C2)c1ccc(Br)cc1 (stereo unspecified)	-1	-10	0.7	-7	7	/	1	/
C[C@@H]1CN([C@@H](C)CO)C(=O)c2cc(/C=C/c3ccccc3)cnc2O[C@@H]1CN(C)C(=O)CN1CCOCC1	3	-11	0.4	/	17	12	-2	-6[16.7 µM]
Cc1ccc(NC(=O)CN2C(=O)S/C(=C\c3cccn3-c3cccc(C(=O)O)c3)C2=O)cc1C	/	0	0.9	3	/	5	/	/
O=C1C=C(N2CCOCC2)c2ccccc2C1=O	5	-15	-8.2	2	-73	/	2	/
CCOC(=O)c1c(NC(=O)C2c3ccccc3Oc3ccccc32)sc(C(C)=O)c1C	1	9	11*	/	16	-6	-4	-1
CCNC(=O)C[C@H]1C=C[C@H](NC(=O)C2CC2)[C@H](CO)O1	0	8	0.3	-3	2	2	0	/
Cc1ccccc1-c1nc(CN2CCC(C(=O)NCCC3=CCCCC3)CC2)c(C)o1	-1	/	/	8	-19	-9	10	-11
CC1(C(=O)NS(=O)(=O)c2ccccc2C(F)(F)F)CCN1C(=O)CCc1cccs1 (stereo unspecified)	0	-5	0.8	3	-1	3	-3	-3
O=C(Nc1cc(F)ccc1F)N[C@@H]1CC[C@@H](CC(=O)N2CCc3ccccc3C2)O[C@@H]1CO	46	-12	-0.9	/	-4	-3	1	/
Cc1ccc(/C=N/NC(=O)c2ccc(-n3cccc3)cc2)o1	4	8	-1.7	0	7	/	-2	0
COc1cccc(OCC(=O)Nc2ccc(OC)c(OC)c2)c1	1	/	/	-9	8	13	-4	1
Cc1noc(C)c1NC(=O)N(C)C[C@H]1Oc2ccc(NC(=O)Cc3ccccc3)cc2CC(=O)N([C@@H](C)CO)C[C@@H]1C	0	6	4.1	-4	2	18	-4	19[16.7 µM]
